Assay outcomes from PubChem.
NPY2 pot ag: human NPY-Y2 potentiation or agonism, primary screen. cells expressing NPY-Y2, potentiator/agonist read-out. AID 1359. activation, % at 3.6 µM. hit rate 0.45% among 220,000; in the data active = activation above about 27%;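 note: cells stimulated with NPY near EC25 plus isoproterenol at EC100; 0% = vehicle plus submaximal agonist and 100% = vehicle plus saturating agonist; some results beyond the cut were filed as inactive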
S1P4 agonist: human S1P4 receptor agonism | hit rate 0.35% among 220,000 | S1P4-expressing cell line, agonist reporter assay | activation, % at 4.98 µM | O95977; in the data active = activation above about 11%;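 note: 0% = DMSO vehicle and 100% = reference agonist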
Target sequence (O95977 whole entry, looked up): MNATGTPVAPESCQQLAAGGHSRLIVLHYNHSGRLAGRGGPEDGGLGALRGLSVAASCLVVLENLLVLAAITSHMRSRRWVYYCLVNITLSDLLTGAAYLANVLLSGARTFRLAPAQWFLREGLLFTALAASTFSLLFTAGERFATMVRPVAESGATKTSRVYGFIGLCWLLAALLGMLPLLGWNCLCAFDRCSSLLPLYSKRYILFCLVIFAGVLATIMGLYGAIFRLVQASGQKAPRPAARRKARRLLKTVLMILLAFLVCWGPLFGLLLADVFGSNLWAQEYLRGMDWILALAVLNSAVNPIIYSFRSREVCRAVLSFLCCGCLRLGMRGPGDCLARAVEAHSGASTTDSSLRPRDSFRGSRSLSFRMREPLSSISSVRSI
S1P4 antagonist: blocks the human S1P4 receptor. S1P4-expressing cells, antagonist mode, reporter read-out. inhibition, % at 4.98 µM. hit rate 0.26% among 220,000; in the data active = inhibition above about 29%;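 note: 0% = wells stimulated with agonist and 100% = vehicle wells without agonist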
NPY Y1 blocker: NPY-Y1 (human) receptor antagonism; P25929; HEK293-CNG Y1 cells, membrane potential fluorescence; NPY at EC95, then isoproterenol; inhibition, % at 3.6 µM; hit rate 1% among 200,000;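 active = inhibition above the campaign mean inhibition of all tested compounds plus 3 SD, cut at about 20% in these data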;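 note: 0% = DMSO wells given NPY plus isoproterenol and 100% = isoproterenol alone without NPY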
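Material: HEK293 cells with Y1 receptor plus CNG channel; times: compound incubation 1 h at room temperature, readout 45 min post-stimulation; signal: fluorescence, membrane potential probe; read-out basis: fluorescence ratio normalized to % inhibition between controls; benchmarks: full-block control isoproterenol-only wells, zero-block control NPY plus isoproterenol wells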
EP2 modulator: modulators of human EP2 prostaglandin E2 receptor | induction, % at 25 µM | EP2-expressing cells, cAMP HTRF FRET, PGE2 co-stimulation | P43116 | hit rate 0.83% among 260,000 | AID 940;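 active = compounds whose cAMP rise, as percent of the full-agonist control response, exceeds 60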;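 note: rat C6 glioma line stably carrying human EP2 under a CMV promoter; the protocol text gives 20 µM as final concentration; 100% = response of wells given 1 µM PGE2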
NPY-Y1 PAM-ag: potentiates or activates human NPY-Y1 receptor; activation, % at 3.6 µM; P25929; hit rate 0.37% among 220,000; NPY-Y1 expressing cells, potentiator/agonist activation; in the data active = activation above about 33%, passing the limit was not always enough;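 note: cells stimulated with NPY at EC10 then isoproterenol at EC100; 0% = low agonist plus stimulus and 100% = saturating agonist plus stimulus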
CHOP inh: blocks CHOP induction under ER stress. CHO-K1 CHOP-promoter luciferase, tunicamycin-induced, 15-18 h. inhibition, % at 10 µM. hit rate 3.8% among 220,000. AID 2732;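 active = compounds that reduced the stress-induced luciferase reporter signal by more than about 70% of percent inhibition, limit read from the data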;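 note: 0% = tunicamycin plus vehicle and 100% = wells without tunicamycin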
TRPN1 ag: zebrafish TRPN1 (NompC) channel agonism. activation, % at 3 µM. HEK293 zebrafish TRPN1-YFP, Fluo-8 calcium fluorescence; 100% = response to 87 µM carbachol. hit rate 0.18% among 220,000;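 active = activation above its plate's cutoff, the mean activation of test wells on that plate plus 3 SD, cut at about 19% in these data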;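 note: 0% = DMSO alone and 100% = 87 µM carbachol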
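Control set: carbachol 87 µM as high control, DMSO as low control; system: HEK293 stable line with zebrafish TRPN1-YFP; read-out: % activation versus carbachol response; detection: intracellular calcium fluorescence with Fluo-8; doses: single test compound dose, 3 µM nominal, 0.3% DMSO; schedule: dye 1 h 37 °C plus 30 min RT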
TRPML3 ag: agonists of human TRPML3 channel | Q8TDD5 | hit rate 0.29% among 220,000 | AID 1448 | HEK293 TRPML3-YFP, Fluo-8 calcium fluorescence; 100% = the carbachol control signal | activation, % at 3 µM;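 active = activation above its plate's cutoff, the mean activation of the plate's test wells plus 3 SD, cut at about 12% in these data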;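 note: 0% = DMSO only wells and 100% = carbachol wells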
Target sequence (Q8TDD5 whole entry, looked up): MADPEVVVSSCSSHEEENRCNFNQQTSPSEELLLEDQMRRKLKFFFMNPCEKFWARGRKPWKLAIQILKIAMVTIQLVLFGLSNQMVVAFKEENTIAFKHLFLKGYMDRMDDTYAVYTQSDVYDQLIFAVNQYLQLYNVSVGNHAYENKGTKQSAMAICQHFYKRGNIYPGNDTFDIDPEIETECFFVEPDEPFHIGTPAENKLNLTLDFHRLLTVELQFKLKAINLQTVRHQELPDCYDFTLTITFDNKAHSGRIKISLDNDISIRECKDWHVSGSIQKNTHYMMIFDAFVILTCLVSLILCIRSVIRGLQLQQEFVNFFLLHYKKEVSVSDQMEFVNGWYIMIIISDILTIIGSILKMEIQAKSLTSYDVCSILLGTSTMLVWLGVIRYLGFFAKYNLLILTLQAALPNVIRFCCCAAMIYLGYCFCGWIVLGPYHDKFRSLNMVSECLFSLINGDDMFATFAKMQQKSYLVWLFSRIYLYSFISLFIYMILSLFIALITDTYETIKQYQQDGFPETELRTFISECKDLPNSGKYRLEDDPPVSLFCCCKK
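Material: HEK293 cells stably carrying human TRPML3-YFP; compound dosing: single dose, 3 µM final nominal compound, 0.3% DMSO final; incubation: 1-h 37 °C dye load, 5-s basal, 120-s post-compound reads; technique: Fluo-8 intracellular calcium fluorescence, excitation 470-495 nm, emission 515-575 nm; read-out basis: percent activation from peak-to-basal fluorescence ratio, scaled between DMSO and carbachol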
* hit, by the source's call; x = no result given; & = joins results of further samples.

SMILES	NPY2 pot ag	S1P4 agonist	S1P4 antagonist	NPY Y1 blocker	EP2 modulator	NPY-Y1 PAM-ag	CHOP inh	TRPN1 ag	TRPML3 ag
O=C(NC(=S)N1CCN(c2ccc([N+](=O)[O-])cc2)CC1)c1ccccc1F	8	2.1	-1	-2	-10	-25	-25	-0.1	0.8
CCOC(=O)C1(CCc2ccccc2)CCN(C(=O)C2=C(C)OCCO2)CC1	-15	0.2	4	4	-3	3	4	-0.2	0.3
O=C(O)c1ccc(-n2c(-c3ccc(Br)cc3)n[nH]c2=S)cc1	2	-1.1	3	2	21	-20	27	-0.1	0.6
COC(OC)c1nc(SCC(=O)Nc2cccc(Cl)c2)ncc1C(=O)O	1	-0.1	-10	x	11	1	9	-1.4	-0.8
Cc1cc(Cl)c2ccc(Cl)cc2n1	-5	1.0	17	x	8	-27	17	1.6	0.7
CC(=O)Nc1cc(C(=O)NCc2ccco2)ccc1Sc1ccc(C)cc1	-1	-0.6	-15	7	-13	-4	1	-1.5	0.1
Cc1cc(C)n2nc(SC(C)C(=O)NCc3ccco3)nc2n1 (configuration not stated)	1	-0.5	12	1	20	3	13	0.7	1.0
Cc1nn(Cc2ccc(Cl)cc2Cl)c(C)c1NC(=O)CCl	9	-0.6	-6	0	-17	11	-22	-0.1	0.3
O=C(Nc1c(C(=O)NCc2ccco2)cnn1-c1ccccc1)c1ccc(F)cc1	-9	1.6	-6	6	19	11	31	0.5	-0.3
CCCc1cc(=O)[nH]c(SCC(=O)NC2CCCc3ccccc32)n1 (configuration not stated)	-12	0.7	6	x	8	-10	55	0.6	0.3
Cc1ccccc1NC(=S)N/N=C/c1ccc(O)cc1O	27	1.1	-6	x	-43	40	38	0.1	0.9
Cc1cc(=O)[nH]c(N2CCCC2)n1	14	-2.2	-6	-10	15	-10	0	-0.1	0.4
CCOC(=O)Cn1c(=NC(=O)CN2C(=O)CCC2=O)sc2cc(S(N)(=O)=O)ccc21	4	0.6	-10	-3	21	5	-1	0.7	1.2
CCOC(=O)N1CC=C2C(C#N)=C(N)C(C#N)(C#N)[C@H](c3cccs3)C2C1 (some centres not stated)	-4	0.6	-6	-1	-4	-5	21	0.6	-0.4
CCOC(=O)C1=C(COc2ccc(C)cc2)NC(=O)NC1c1cc(C)ccc1C (configuration not stated)	6	-1.3	-14	1	13	-8	90*	0.2	0.5

SMILES	NPY2 pot ag	S1P4 agonist	S1P4 antagonist	NPY Y1 blocker	EP2 modulator	NPY-Y1 PAM-ag	CHOP inh	TRPN1 ag	TRPML3 ag
O=C(COc1ccc2ccccc2c1)N1CCN(C(=O)c2cccs2)CC1	8	1.1	-16	4	-50	-20	37	1.5	1.2
C1=C(c2ccccc2)Nc2ccccc2N=C1c1ccccc1	-6	0.5	-29	25*	66*	-19	44	-0.9	-0.8
COc1ccc(Cn2c(=O)c3cccnc3n(Cc3ccc([N+](=O)[O-])cc3)c2=O)cc1	-16	-1.8	5	4	15	-7	21	-1.2	-0.8
N#Cc1ccc(NC(=O)Nc2ccc(Oc3ccc(NC(=O)Nc4ccc(C#N)cc4)cc3)cc2)cc1	20	-1.7	-5	x	-35	22	19	2.9	0.9
CCc1nc2ccccc2c(=O)n1NC(=O)c1c(O)c2ccccc2[nH]c1=O	-9	-0.2	-12	1	16	-3	17	-0.9	0.7
O=C(CN1C(=O)NC2(CCCCC2)C1=O)Nc1ccccc1Cl	11	1.4	-6	-2	-8	3	-8	-0.3	-0.1
Cc1ccc(S(=O)(=O)N2CCN(C(=O)N(c3ccccc3)c3ccccc3)CC2)cc1	1	-2.1	-1	0	46	-1	12	1.2	-0.5
O=C(CSc1nnc(NC(=O)C2CCCCC2)s1)NCc1ccco1	10	-0.4	0	-3	19	-13	-4	0.5	0.8
O=C(Cn1ncc2c(=O)oc3ccccc3c21)N(Cc1ccco1)C1CCCCC1	2	1.2	7	2	-8	19	25	-0.3	-0.6
COc1cccc(C(=O)C(C#N)=C(SC)SC)c1	-21	0.0	3	x	-33	31	102*	-0.8	0.3
COc1ccccc1NC(=O)N(Cc1cccs1)Cc1cc2cc3c(cc2[nH]c1=O)OCO3	0	0.2	-6	-2	56	-28	-51	0.7	0.1
COc1cccc(NC(=S)N(CCN2CCCCC2)Cc2ccco2)c1	-7	1.2	-2	-1	6	-8	3	0.1	0.2
O=C(NC1CCCCCC1)C1c2ccccc2C(=O)N1C1CC1 (configuration not stated)	6	0.8	-1	4	17	11	-4	-1.6	-0.3
CSc1cccc(CNC(=O)CC2C(=O)NCCN2CC(C)(C)C)c1 (configuration not stated)	2	0.8	10	1	-15	1	5	-0.4	0.1
CC(C(=O)NCc1ccco1)n1cc(C(=O)c2ccco2)c2ccccc21 (configuration not stated)	-2	-1.4	12	0	-15&15	-6	18	0.8	-0.3

SMILES	NPY2 pot ag	S1P4 agonist	S1P4 antagonist	NPY Y1 blocker	EP2 modulator	NPY-Y1 PAM-ag	CHOP inh	TRPN1 ag	TRPML3 ag
N#Cc1cccc(NC(=O)COC(=O)c2ccccc2Sc2ccccc2C#N)c1	-6	1.1	-17	0	-20	2	16	1.9	-0.1
C/C(=C1\SC(N2CCOCC2)=NC1=O)c1ccc(C)cc1	-9	1.4	8	1	20	2	9	0.1	-0.8
CN(C)CC#CCCCCCCC#CCN(C)C	10	-0.9	2	5	-6	12	-13	0.4	0.8
COc1ccccc1OCC(=O)N(Cc1nc(-c2ccc(Cl)cc2)no1)C(C)C	2	-0.7	-4	4	-18	-23	43	-0.1	0.6
O=C(/C=C/c1cccc([N+](=O)[O-])c1)N1CCN(c2ccc(F)cc2)CC1	0	-1.5	-17	5	-6	-2	8	2.2	0.7
CCCCCCSc1nsc(NC(=O)CCC)n1	4	-0.6	-23	11	40	15	106*	0.4	0.7
C=CC[C@H]1CC(Cc2ccccc2)=C[C@H](CC=C)N1	4	0.7	-16	11	28	26	5	1.3	0.9
CCn1c(SCC(=O)Nc2ccccc2N2CCOCC2)nnc1-c1ccccc1O	9	1.9	-11	-4	5	-24	25	0.1	0.3
Cc1ccc(S(=O)(=O)NC(=O)c2ccc(Br)o2)c(C)c1	-16	0.7	23	6	18	-8	-3	0.9	0.2
O=S(=O)(NC1CCCC1)c1ccc(Br)s1	9	-2.5	-13	3	21	17	-3	-2.4	-0.8
O=C(CSc1ncn[nH]1)N1N=C(c2ccc(Cl)cc2)CC1c1ccco1 (configuration not stated)	14	0.7	1	2	-11	2	51	-0.4	0.5
CCN(CC)C(=O)C12C(=O)Oc3ccccc3C1C2(C)C(=O)c1ccc(F)cc1 (configuration not stated)	-7	-1.2	8	x	-5	3	-5	-0.3	0.9
CN(C)c1nc(Oc2ccc(/C=N/O)cc2)nc(N(C)C)n1	-1	-1.6	-19	-3	-2	-15	37	-0.2	0.4
O=C(NCCc1ccccc1)c1ccncc1	4	-1.3	-4	-12	25	13	-3	-0.1	0.6
CCCC1=Nc2cc(C(=O)NCCCOC(C)C)ccc2Sc2ccccc21	-2	-1.2	8	5	8	2	29	-1.3	-0.6

SMILES	NPY2 pot ag	S1P4 agonist	S1P4 antagonist	NPY Y1 blocker	EP2 modulator	NPY-Y1 PAM-ag	CHOP inh	TRPN1 ag	TRPML3 ag
Nc1cc(-c2cccc(Br)c2)nn1Cc1ccccc1	3	1.3	-3	3	-16	-8	17	0.8	0.9
COc1ccc(CCNC(=O)c2nnn(-c3ccc4c(c3)OCCO4)c2N)cc1OC	4	-0.2	-6	4	-21	-17	97*	2.9	1.2
Cc1ccccc1CN1CCSc2sccc2C1=O	14	-1.3	-6	2	62*	15	20	-3.1	0.1
Cc1ccc2[nH]c(=O)c(CN(CCCN3CCOCC3)C(=O)Nc3cccc(Cl)c3)cc2c1	6	1.8	-8	2	-16	-8	24	0.4	0.5
O=C(COC(=O)C1CC1)Nc1ncc(C(F)(F)F)cc1Cl	8	0.7	-13	6	20	10	10	0.3	0.5
O=C(CN1C(=O)c2cccc3cccc(c23)C1=O)N1CCOCC1	-7	-0.3	-13	-2	13	-1	13	0.9	0.5
CCc1nc(NCCN2CCOCC2)c(C#N)c2c1CCCC2	-36	-0.2	-9	8	22	-70	47	1.4	-0.3
Nc1nnc(CC(=O)N/N=C/c2ccc([N+](=O)[O-])cc2)s1	8	-0.1	9	x	22	15	3	0.1	0.2
O=C(NCc1ccncc1)c1cccc(Cn2cc(Br)cn2)c1	-1	-0.8	-10	-1	17	1	3	0.5	0.8
CCOc1ccc(C(=O)N/N=C(/C)C2C(=O)c3ccccc3C2=O)cc1	8	-0.5	-8	2	-36	14	-3	0.1	0.4
Cc1cc(NS(=O)(=O)c2ccc(Nc3nc(-c4ccc(C)c(C)c4)cs3)cc2)no1	16	-0.3	-8	-1	-17	20	47	-2.2	-0.3
CCOc1ccc(-c2nnc(SCC(=O)Nc3ccc4c(c3)c3ccccc3n4CC)n2N)cc1	-11	0.2	-24	1	-32	1	98*	-0.2	0.4
COc1ccc(NC(=O)CCCCn2c(=O)[nH]c3ccccc3c2=O)cc1	2	1.8	-11	-6	-19	1	0	1.6	0.0
CCOC(=O)c1ccc(NC(=S)N2CCN(S(C)(=O)=O)CC2)cc1	4	2.2	0	5	4	-9	34	-1.4	0.2
COc1cccc2cc(-c3nnc(-c4ccccc4)o3)c(=O)oc12	-10	1.4	-18	1	50	-14	56	-0.7	1.1

SMILES	NPY2 pot ag	S1P4 agonist	S1P4 antagonist	NPY Y1 blocker	EP2 modulator	NPY-Y1 PAM-ag	CHOP inh	TRPN1 ag	TRPML3 ag
CCOC(=O)C1(Cc2ccccc2C(F)(F)F)CCN(C(C)CSC)CC1 (configuration not stated)	-19	0.3	-2	13	21	-3	56	-1.8	0.0
COCCn1nnnc1C(c1cc2cc(OC)ccc2[nH]c1=O)N1CCC(Cc2ccccc2)CC1 (configuration not stated)	23	1.6	-4	-3	x	0	x	0.7	0.5
Cc1cc(=O)oc(C)c1C(=O)Nc1c(C)n(C)n(-c2ccccc2)c1=O	-5	-1.5	-20	-4	6	-20	-2	-0.2	0.5
COC(=O)c1cccc(NC(=O)Cn2nnc3ccccc32)c1	-9	0.3	-7	5	-6	-11	8	-0.4	0.1
NC(=O)C1CCN(C(=O)Nc2csc3ccccc23)CC1	2	0.4	1	x	-11	21	13	0.7	1.9
O=C(O)CCC(=O)Nc1ccc(Br)cc1C(=O)c1ccccc1	-2	0.8	11	x	20	6	1	-0.2	-0.2
CCN(CC(=O)N1CCOCC1)S(=O)(=O)c1ccc(C)cc1	5	2.1	-2	3	8	-16	14	-0.8	1.6
N#C/C(=C1/CCCCCN1)c1nc2ccccc2[nH]1	9	-5.5	-13	1	23	20	67	-1.3	-0.4
Cc1ccc(OC(=O)c2cccc(C(=O)Oc3ccc(C)cc3)n2)cc1	4	0.4	0	-1	-11	2	-4	0.8	0.6
O=C(Cc1cccs1)NCc1ccco1	-2	1.5	-8	-4	0	-6	3	0.5	1.4
